Screening results from PubChem BioAssay.
M1 PAM parental = M1 PAM counterscreen hit in parental CHO-K1 cells | AID 602247 | ATP EC20, Fluo-8 calcium fluorescence; 0% at ATP EC20, 100% at ATP max | 360,000 compounds, 0.02% hits | activation, % at 3 µM;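 active = activation above the run cutoff, the mean activation of all test compounds plus 3 SD, cut at about 40% in these data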;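 note: peak over basal fluorescence ratio in a 140 s read after ATP addition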
CHRM5 PAM = positive allosteric modulators of human muscarinic M5 receptor; P08912; CHO-K1 hM5, Fluo-8 calcium, ACh EC20 PAM; 0% = ACh EC20, 100% = ACh EC100; activation, % at 3 µM; 360,000 compounds, 0.3% hits; AID 624038;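 active = activation above the run cutoff, the mean activation of all test compounds plus 3 SD, cut at about 18% in these data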
Target sequence (P08912 whole entry, looked up): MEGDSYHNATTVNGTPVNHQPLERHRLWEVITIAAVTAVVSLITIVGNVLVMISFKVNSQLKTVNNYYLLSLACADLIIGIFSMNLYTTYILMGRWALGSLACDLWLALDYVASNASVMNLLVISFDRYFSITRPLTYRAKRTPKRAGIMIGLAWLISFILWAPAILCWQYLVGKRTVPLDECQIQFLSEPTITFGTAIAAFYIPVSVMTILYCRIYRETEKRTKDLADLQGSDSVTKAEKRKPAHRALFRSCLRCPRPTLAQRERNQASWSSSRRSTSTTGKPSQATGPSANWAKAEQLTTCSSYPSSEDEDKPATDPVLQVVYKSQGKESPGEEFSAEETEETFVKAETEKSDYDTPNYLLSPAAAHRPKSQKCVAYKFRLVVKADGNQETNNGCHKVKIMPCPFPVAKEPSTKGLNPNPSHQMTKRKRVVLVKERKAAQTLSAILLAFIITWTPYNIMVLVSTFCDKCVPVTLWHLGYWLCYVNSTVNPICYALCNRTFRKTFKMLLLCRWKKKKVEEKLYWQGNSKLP
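Assay system: CHO-K1 hM5 cells. Also added: acetylcholine at EC20 concentration, added after compound. Dosing: 3 µM, single dose. Times: compound preincubation 140 s before EC20 acetylcholine addition. Signal: Fluo-8 calcium fluorescence. Measure: % activation relative to EC20 and EC100 ACh responses. Repeats: singlicate, one well per test compound.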
TAAR1 antagonist = human TAAR1 antagonism | Q96RJ0 | CHO RD-HGA16 TAAR1, Fluo-8 calcium fluorescence, antagonist | 360,000 compounds, 1.5% hits | inhibition, % at 3 µM;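 active = inhibition above a per-plate cutoff, the mean inhibition of test compounds on that plate plus 3 SD, cut at about 49% in these data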;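 note: 0% = DMSO plus EC80 beta-PEA response and 100% = DMSO alone without agonist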
Target sequence (Q96RJ0 whole entry, looked up): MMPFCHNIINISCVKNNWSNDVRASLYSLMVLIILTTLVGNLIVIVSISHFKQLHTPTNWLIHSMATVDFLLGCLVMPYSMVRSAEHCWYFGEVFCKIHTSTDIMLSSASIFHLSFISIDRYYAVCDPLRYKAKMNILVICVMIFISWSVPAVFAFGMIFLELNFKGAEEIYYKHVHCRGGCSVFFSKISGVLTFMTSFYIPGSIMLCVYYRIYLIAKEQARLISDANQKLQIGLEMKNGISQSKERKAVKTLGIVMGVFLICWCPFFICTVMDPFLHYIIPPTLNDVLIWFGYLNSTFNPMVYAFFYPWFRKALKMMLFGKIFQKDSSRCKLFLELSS
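test system = CHO RD-HGA16 cells bearing hTAAR1 | replication = singlicate | controls = DMSO-only wells and EC80 β-PEA-stimulated wells | reagent = EC80 β-phenethylamine stimulus | read-out basis = percent inhibition of PEA-evoked calcium signal, max/basal emission ratio | schedule = seeding 17-24 h prior, 75-min 37 °C, 30-min RT dye loading | signal = kinetic Fluo-8 calcium fluorescence measurement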
TAAR1 ag = human TAAR1 agonism; Q96RJ0; CHO RD-HGA16 TAAR1, Fluo-8 calcium fluorescence; vehicle wells 0%, saturating PEA agonist 100%; activation, % at 3 µM; 360,000 compounds, 0.99% hits; AID 624467;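 active = activation above the mean activation of all test compounds in the run plus 3 SD, cut at about 38% in these data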
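System: CHO-derived RD-HGA16 cells with stable Gα16 and human TAAR1. Times: 17-24 h plating, Fluo-8 75 min 37 °C, 30 min RT. Measured by: calcium-sensitive Fluo-8 signal, excitation 470-495, emission 515-575 nm. Read-out basis: % activation relative to PEA EC100 response. Control set: DMSO and PEA EC100. Repeats: no replicates (n 1).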
CHRM4 PAM = CHRM4 positive allosteric modulation | P08173 | CHO-K1 hM4/Gqi5, Fluo-8 calcium fluorescence, ACh EC20; 0% = ACh EC20, 100% = maximal ACh | activation, % at 3 µM | 360,000 compounds, 0.4% hits;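 active = activation above its plate's cutoff, the mean activation of sample wells plus 3 SD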; note: some results filed as inactive read as strong as hits
M5 antag = CHRM5 antagonism in calcium assay | inhibition, % at 3 µM | CHO-hM5 cells, Fluo-8 calcium fluorescence, ACh EC80 | P08912 | 360,000 compounds, 0.59% hits | AID 624040;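 active = inhibition above a per-plate cutoff, the mean of that plate's test compounds plus 3 SD, cut at about 27% in these data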;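 note: 0% = acetylcholine EC80 with DMSO and 100% = DMSO without agonist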
CHRM5 agonist = CHRM5 agonism in calcium assay. activation, % at 3 µM. 360,000 compounds, 0.19% hits. CHO-K1 hM5 cells, Fluo-8 calcium fluorescence; 0% DMSO wells, 100% maximal acetylcholine response. P08912. AID 624037;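 active = activation above the run's mean over test compounds plus 3 SD, cut at about 23% in these data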;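 note: signal is peak over basal fluorescence ratio across the kinetic read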
CRFR2-BP ag = CRF-BP/CRF-R2 complex agonism; HEK293 CRF-R2/CRF-BP, calcium dye fluorescence (FLIPR); percent of saturating CRF peptide response; 350,000 compounds, 0.46% hits; activation, % at 13.2 µM;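 active = activation of at least 50%, plus an integration ratio under a set limit after plate pattern correction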;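 note: plate controls were neutral control wells without compound for no effect and CRF at EC100 for full effect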
CRFBP-R2 block = blocks CRF-induced signaling of the CRF-BP/CRF-R2 complex. inhibition, % at 11.8 µM. HEK293 CRF-R2/CRF-BP, CRF-induced calcium fluorescence. 350,000 compounds, 0.59% hits;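 active = inhibition of the ligand-induced calcium signal above about 50% at the single tested concentration, limit read from the data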
Numbers without * were called inactive; . = not tested or not shown. An excerpt, so the mix of outcomes need not match the whole.

Screens in order: M1 PAM parental | CHRM5 PAM | TAAR1 antagonist | TAAR1 ag | CHRM4 PAM | M5 antag | CHRM5 agonist | CRFR2-BP ag | CRFBP-R2 block
1	CCN1CCN(C(=O)COc2ccc(S(=O)(=O)N(C)Cc3ccccc3)cc2)CC1
  11 | -2 | -2 | 14 | 6 | 3 | 3 | 1.0 | -18
2	C[C@]12CC[C@@H]3c4ccc(O)c(O)c4CC[C@H]3[C@@H]1CC[C@@H]2O
  -3 | -6 | 8 | 4 | -6 | 5 | 5 | 2.3 | -52
3	CC(C)=CCN1CC[C@@]2(C)c3cc(O)ccc3CC1C2C (some centres not stated)
  1 | -23 | -5 | 1 | -16 | 25 | -6 | -0.8 | -5
4	N=C1c2ccccc2CN1NC(=O)c1ccc(Cl)cc1
  -8 | -2 | -9 | 5 | -8 | 2 | -2 | 0.2 | 22
5	Cc1ccc(-n2c(=S)[nH]c3ccccc3c2=O)cc1C
  14 | 0 | 5 | -1 | 4 | -3 | -1 | -1.6 | -2
6	CC/C(=N\NC(=S)Nc1ccccc1)c1c(O)[nH]c(=O)[nH]c1=O
  7 | 4 | -31 | 2 | -6 | 6 | -1 | 6.0 | -5
7	Cc1ccc(CN2CC3CC(C2)c2cccc(=O)n2C3)cc1 (configuration not stated)
  0 | -2 | -5 | 0 | 0 | 4 | 1 | -1.7 | 6
8	CC[C@H]1c2ccccc2[C@@H]2CC[C@H]1N2c1ccccc1
  . | -1 | 3 | 0 | -5 | -3 | -3 | . | .
9	CC(C)N(CC#CCC1(O)c2ccccc2-c2ccccc21)C(C)C
  14 | -17 | 19 | 0 | -16 | 2 | -9 | 2.4 | -13
10	CN1Cc2cnnn2-c2ccccc2C1C#N (configuration not stated)
  -11 | 11 | -21 | 2 | -4 | -7 | 2 | -0.8 | 17
11	CC(C)(C)n1c(O)c(C=Nc2ccc3c(c2)CCC3)c(=O)[nH]c1=O
  8 | 9 | 15 | 7 | -7 | -3 | -1 | -0.3 | -42
12	Cc1ccccc1-n1c(C)cc(/C=C2/C(=O)NC(=O)N(Cc3ccco3)C2=O)c1C
  -10 | -14 | -11 | 0 | -5 | 15 | -2 | 6.3 | -28
13	Cc1c(O)ccc(C(=O)CN2CC(C)OC(C)C2)c1O (configuration not stated)
  -6 | -5 | 6 | 8 | 1 | 4 | -5 | -0.7 | -4
14	CC(=NCc1cccnc1)c1c(O)n(-c2ccc(Cl)cc2)c(=O)[nH]c1=O
  2 | 0 | -2 | 3 | -6 | -1 | 2 | -1.8 | 11
15	CCCCCc1nc2ccccc2c(=O)n1-c1ccc(Cl)cc1[N+](=O)[O-]
  17 | 2 | -24 | 2 | 6 | 0 | -5 | -0.8 | -30
16	CC(C)CCNC(=O)c1cc(C(=O)c2cc(F)ccc2O)cn(CCC(C)C)c1=O
  10 | -2 | 12 | 26 | -2 | -11 | -1 | 37 | -159
17	CCCCn1nnnc1C(C1CC1)N1CCC(n2c(=O)[nH]c3ccccc32)CC1 (configuration not stated)
  16 | -15 | 73* | 15 | -9 | 3 | 3 | . | .
18	COc1ccc(C(CNC(=O)CCc2ccsc2)N(C)C)cc1 (configuration not stated)
  8 | 10 | 8 | -2 | -4 | -5 | -7 | -0.5 | -7
19	N#CC1c2ccccc2-n2nncc2CN1C(=O)CCc1ccccc1 (configuration not stated)
  10 | 7 | -1 | 0 | 4 | -10 | 1 | 15 | -1
20	Nc1cnn(-c2ccccc2)c(=O)c1Cl
  15 | 0 | 1 | -1 | 1 | 12 | -2 | 2.9 | -3
21	O=C(c1ccc(C(F)(F)F)cc1)C1CCCN(C2CCSCC2)C1 (configuration not stated)
  15 | -11 | -9 | 6 | -21 | -7 | -10 | -0.7 | 3
22	CC(C)[C@H]1C(=O)O[C@@H]2CCN3CC=C(COC(=O)[C@](C)(O)[C@]1(C)O)[C@H]23
  . | . | -14 | -1 | . | . | . | 4.5 | 5
23	CN(C)c1ccc(C=C2C(=O)NC(=O)NC2=O)cc1
  18 | -7 | -14 | 3 | 1 | 20 | 0 | -0.8 | -28
24	Cc1ccc2c(c1)C(c1ccccc1)=NCC(=O)N2
  23 | 0 | -22 | 5 | 7 | -1 | 3 | -0.2 | 15
25	CC(C)CCOP(N)(=O)Oc1ccccc1 (configuration not stated)
  -6 | 7 | 5 | 7 | -1 | 2 | 2 | 0.1 | 3
26	CN1CCN(c2ccc([N+](=O)[O-])c(N)c2)CC1
  -2 | -9 | 7 | 3 | 1 | 5 | -4 | 0.0 | 14
27	Cc1cc(/C=C2\C(=O)NC(=O)N(c3ccc(Br)cc3)C2=O)c(C)n1C
  -8 | 2 | -2 | 4 | -1 | 15 | 1 | 1.7 | -9
28	CCC(=NCCCn1ccnc1)c1c(O)n(-c2ccc(OC)cc2)c(=O)[nH]c1=O
  10 | -2 | -6 | 1 | -12 | 10 | 1 | -1.7 | 16
29	CCOC(=O)N1CCN(C(C)C(=O)c2c[nH]c3ccccc23)CC1 (configuration not stated)
  -6 | -23 | 6 | 12 | 1 | 7 | -6 | -0.6 | -5
30	NCC(=O)c1ccccc1
  7 | 0 | 53* | 89* | 5 | -1 | 1 | -1.9 | 15
31	COc1ccc2c3c([nH]c2c1)C(C)NCC3 (configuration not stated)
  3 | 0 | 3 | 1 | 4 | 4 | 1 | 0.1 | -5
32	C=C1CC[C@@]2(O)[C@H]3Cc4ccc(O)c5c4[C@@]2(CCN3CC2CC2)[C@H]1O5
  13 | -1 | . | . | 0 | 5 | 0 | 3.1 | 1
33	COc1ccc2[nH]c(C)c(CCNCc3cccnc3)c2c1
  8 | -4 | -4 | 10 | 9 | 2 | 1 | 15 | 5
34	O=C1NC(=O)C2(Cc3ccccc3N3CCOCC32)C(=O)N1c1ccccc1 (configuration not stated)
  22 | 7 | -9 | 9 | 1 | -2 | 2 | -1.6 | -10
35	Cc1cccc(OP(N)(=O)Oc2cccc(C)c2C)c1C
  11 | 3 | 0 | 5 | 0 | -6 | 2 | 0.3 | 1
36	O=C1CCN(C(=O)Cc2ccccc2[N+](=O)[O-])CC1
  17 | 11 | -17 | 0 | 12 | 5 | -2 | 3.9 | 2
37	O=C(C1CCN(c2nc3ccc(Br)cc3s2)CC1)N1CCC2(CC1)OCCO2
  6 | -6 | 11 | 4 | -19 | 2 | -5 | 0.5 | 2
38	CC(C)CN1CCN(Cc2ccccc2C(F)(F)F)CC1CCO (configuration not stated)
  -7 | 5 | 3 | 1 | -4 | -1 | -12 | 0.5 | -16
39	CC(C)Oc1cccnc1N(C)C1CCN(Cc2ccccc2)CC1
  4 | -1 | -25 | 2 | -11 | -4 | -1 | 3.0 | -17
40	CCC(C)n1c(O)c(C=NCC2CCCO2)c(=O)[nH]c1=S (configuration not stated)
  11 | 15 | -34 | 5 | 0 | -2 | -2 | -1.7 | 5
41	Cc1nn(CC(C)C)c(Cl)c1C(=O)NC1CCC(C)CC1 (configuration not stated)
  14 | 2 | 4 | -1 | -3 | 5 | -2 | -4.4 | 0
42	O=C(Nc1cccc2ccccc12)N1Cc2ccccc2-n2nncc2C1
  7 | -2 | 9 | 0 | 6 | 7 | 0 | -0.5 | -12
43	Cc1ccc(-n2c(=O)[nH]c3ccccc3c2=O)cc1[N+](=O)[O-]
  -8 | -10 | . | . | 21 | 7 | 2 | . | .
44	CC(=O)OC1(c2ccccc2)CCN(C)C(C)C1C (configuration not stated)
  1 | -6 | 14 | 9 | 10 | 2 | -8 | -0.1 | 15
45	O=c1[nH]c(=S)n(Cc2ccc(F)cc2)c(O)c1C=NCc1cccnc1
  7 | -1 | -1 | 8 | 13 | 2 | 3 | -0.8 | -40
46	O=Cc1cn(Cc2cccc(F)c2)c2ccccc12
  24 | -4 | -8 | 2 | -5 | -8 | -1 | 0.6 | 34
47	O=C(COc1ccc(Cl)cc1)NC1CN2CCC1CC2 (configuration not stated)
  21 | -23 | -10 | 1 | -7 | 38* | -9 | -0.6 | 11
48	C/C=C1/CN2[C@@H]3C4CO[C@@H]3c3c([nH]c5cc(OC)ccc35)[C@@H]2CC14 (some centres not stated)
  17 | 2 | 10 | 0 | 1 | 0 | 0 | 0.2 | 2
49	Oc1cc2c(cc1CN1CCN(c3ccccc3)CC1)OCO2
  -10 | -2 | -21 | 3 | -8 | 16 | -4 | 0.5 | 2
50	COC(=O)C1=C(c2ccc(C(C)=O)cc2)C[C@@H]2CC[C@H]1N2C(=O)N1CCC(O)(c2ccc(Cl)cc2)CC1
  -2 | -14 | 33 | 4 | 3 | 16 | -5 | -1.5 | 30
51	C=CCn1c(O)c(C(C)=NCCCn2ccnc2)c(=O)[nH]c1=O
  -18 | -3 | -17 | 3 | 2 | 4 | 4 | -0.5 | 3
52	CCCCC(=O)N/N=C/c1c(O)n(CC)c(=S)n(CC)c1=O
  -3 | 3 | 64* | 115* | 0 | 3 | 0 | 89* | 2
53	COC/C=C1\CN2C3C[C@@H]1[C@H]1COC4=Nc5cc(OC)c(OC)c(OC)c5[C@@]43C[C@@H]12
  6 | -4 | 8 | 1 | 4 | 8 | -1 | 3.7 | -4
54	COc1ccccc1CC1C(=O)C2CCN1CC2 (configuration not stated)
  6 | 0 | -11 | 10 | -2 | -10 | -10 | -2.6 | 3
55	Cn1c(O)c(C=NCc2cccs2)c(=O)n(C)c1=O
  4 | 1 | -3 | 1 | 14 | 4 | 0 | -1.3 | -3
56	C[C@]12CC[C@@H](O)C[C@@H]1CC[C@@H]1[C@@H]2CC[C@]2(C)[C@@H](O)CC[C@@H]12
  18 | -8 | 22 | 10 | 9 | -2 | 2 | -1.3 | 6
57	COc1ccc(CCNCc2ccc(OC)c(OC)c2OC)cc1
  30 | 5 | -6 | 7 | 9 | -11 | -3 | -0.7 | -11
58	COc1ccccc1-n1c(O)c(C=NC2CC2)c(=O)[nH]c1=O
  -5 | -5 | 6 | 4 | 6 | 5 | -1 | 2.2 | -14

Two compounds picked at random from those above, as already listed:
Screens in order: M1 PAM parental | CHRM5 PAM | TAAR1 antagonist | TAAR1 ag | CHRM4 PAM | M5 antag | CHRM5 agonist | CRFR2-BP ag | CRFBP-R2 block
58	COc1ccccc1-n1c(O)c(C=NC2CC2)c(=O)[nH]c1=O
  -5 | -5 | 6 | 4 | 6 | 5 | -1 | 2.2 | -14
53	COC/C=C1\CN2C3C[C@@H]1[C@H]1COC4=Nc5cc(OC)c(OC)c(OC)c5[C@@]43C[C@@H]12
  6 | -4 | 8 | 1 | 4 | 8 | -1 | 3.7 | -4
